MCF10A rereplic = A quantitative high throughput screen for small molecules that induce DNA re-replication in MCF 10a normal breast cells. MCF 10A DNA re-replication, Hoechst nuclear intensity, 48 h. Potency, µM (series often up to 46.1 µM), for inactives: at the top dose activity, positive = re-replication, actives largely listed as activators. actives 2.9% (n = 350,000). AID 624296, 2012; further: % of control where 0% means no effect; nearly all actives have a fitted effect of over 50% in size
ATXN2 expr inh = Primary qHTS for Inhibitors of ATXN expression; HEK-293 ATXN2-luciferase reporter, luminescence, 24 h; Potency, µM (doses to about 57 µM), for inactives: at the highest dose activity change, negative = inhibition, actives largely listed as inhibitors; actives 0.72% (n = 360,000); further: on the % scale 0 is the no-effect control and ±100 the full control effect; nearly all actives have a fitted effect of over 55% in size
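qHTS (up to 57 uM final) was run with 24 h compound exposure of reporter cells at 37 °C. Each well was multiplexed: SteadyGlo luminescence measured ATXN2-luciferase expression after a fluorogenic Gly-Phe-AFC viability readout (25 uM final).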
A549 tox = Nrf2 qHTS screen for inhibitors: counterscreen for cytotoxicity; A549 ARE-Fluc cells, CellTiter-Fluor viability, 18-24 h; Potency, µM (doses to about 46 µM), for inactives: top-dose activity change, negative = cytotoxicity, usual class: inhibitors; actives 0.16% (n = 390,000); AID 504648, 2011; further: on the % scale 0 is the no-effect control and ±100 the full control effect
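Cytotoxicity counterscreen: CellTiter-Fluor fluorescence was measured in A549 ARE_Fluc cells after 18-24 h of compound exposure in a concentration series. The subsequent BugLite luminescent read reports ARE-luciferase activity.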
S2 tox = Viability Counterscreen for Primary qHTS for Inhibitors of ATXN expression; Potency, µM (highest dose often 56.7 µM), hits mostly cytotoxic; actives 0.49% (n = 400,000); AID 651635, 2014; S2 cells (HEK-293 line with an ATXN2-luciferase reporter) viability, CellTiter-Fluor protease fluorescence, 24 h; further: nearly all actives have a fitted effect of over 40% in size
EPAC2 antagonist = qHTS for Antagonist of cAMP-regulated guanine nucleotide exchange factor 2 (EPAC2): primary screen; EPAC2 GEF exchange of Rap1B-BODIPY-GDP, fluorescence; Potency, µM (doses to about 114 µM), inactives show top-dose activity, negative = inhibition, actives largely listed as inhibitors; actives 0.18% (n = 360,000); AID 720708, 2013; further: on the % scale 0 is the no-effect control and ±100 the full control effect; nearly all actives have a fitted effect of over 45% in size; many of its hits are not listed in these tables
Target sequence (Q8WZA2 whole entry, looked up): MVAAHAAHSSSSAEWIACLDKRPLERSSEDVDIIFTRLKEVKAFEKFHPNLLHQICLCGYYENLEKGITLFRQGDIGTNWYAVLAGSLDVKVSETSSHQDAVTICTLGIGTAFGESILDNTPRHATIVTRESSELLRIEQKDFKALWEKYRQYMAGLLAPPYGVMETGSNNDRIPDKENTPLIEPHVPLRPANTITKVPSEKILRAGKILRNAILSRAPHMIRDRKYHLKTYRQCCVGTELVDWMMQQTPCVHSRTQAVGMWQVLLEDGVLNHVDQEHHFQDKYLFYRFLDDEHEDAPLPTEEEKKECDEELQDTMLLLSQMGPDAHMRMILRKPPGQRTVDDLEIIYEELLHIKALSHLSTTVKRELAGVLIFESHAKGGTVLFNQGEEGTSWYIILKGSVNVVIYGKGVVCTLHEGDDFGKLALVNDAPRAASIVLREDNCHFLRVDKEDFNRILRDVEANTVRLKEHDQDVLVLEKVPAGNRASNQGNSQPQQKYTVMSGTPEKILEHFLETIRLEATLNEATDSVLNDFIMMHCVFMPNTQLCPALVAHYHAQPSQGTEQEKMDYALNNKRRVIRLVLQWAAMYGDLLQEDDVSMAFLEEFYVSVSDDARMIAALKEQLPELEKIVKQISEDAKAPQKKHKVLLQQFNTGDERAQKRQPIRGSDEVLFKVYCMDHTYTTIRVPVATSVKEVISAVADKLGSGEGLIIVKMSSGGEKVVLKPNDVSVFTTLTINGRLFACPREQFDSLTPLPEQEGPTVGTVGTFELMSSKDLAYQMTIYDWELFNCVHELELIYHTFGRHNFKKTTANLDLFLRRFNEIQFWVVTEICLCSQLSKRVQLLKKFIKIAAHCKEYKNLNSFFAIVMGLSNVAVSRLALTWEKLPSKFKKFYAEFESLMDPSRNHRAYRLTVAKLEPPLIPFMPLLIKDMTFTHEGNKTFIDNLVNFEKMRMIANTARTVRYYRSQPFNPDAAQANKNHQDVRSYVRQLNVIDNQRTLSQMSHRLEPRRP
HepG2 viability = qHTS for Inhibitors of TGF-b: Cytotox Counterscreen; HepG2 CAGA-GFP viability, ATP luminescence, 18 h; actives 0.76% (n = 410,000); Potency, µM (titrated, usually from 46.1 µM), inactives show at the top dose activity change, negative = cytotoxicity, actives largely listed as cytotoxic; further: some results filed as inactive show a strong effect at the top dose
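CellTiter-Glo luminescence gave cytotoxicity after 18 hours at 37 degrees C. The cells were HepG2 CAGA-GFP in 1% FBS DMEM, stimulated with 500 pg/mL TGF-beta after compound addition. %Activity was normalised to no-cell wells (complete cell-killing) and DMSO (no toxicity), and curves were fitted and classified.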
Nrf2 inh = Nrf2 qHTS screen for inhibitors; A549 ARE-Fluc reporter, luciferase luminescence, 18-24 h; Potency, µM (doses to about 46 µM), for the others: top-dose activity change, negative = inhibition, actives largely listed as inhibitors; actives 2.1% (n = 360,000); AID 504444, 2011; further: on the % scale 0 is the no-effect control and ±100 the full control effect; nearly all actives have a fitted effect of over 60% in size
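Nrf2 function is reported as luminescence of an ARE-controlled luciferase in A549 cells. Compounds were tested at several concentrations, and a CellTiter-Fluor read on the same wells flagged cytotoxicity.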
TGFb SMAD3 inh = qHTS for Inhibitors of TGF-b; HepG2 CAGA-GFP TGF-b/SMAD3 reporter, GFP fluorescence, 18 h; TGF-beta stimulated, 500 pg/mL final; AID 588855, 2011; actives 1.2% (n = 410,000); Potency, µM (top dose mostly 46.1 µM), without a hit: top-dose activity, negative = inhibition, actives largely listed as inhibitors; further: on the % scale 0 is the no-effect control and ±100 the full control effect; nearly all actives have a fitted effect of over 65% in size
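Read-out: total well GFP (ex488/em500-530) summed from mean per-cell fluorescence. Cells: HEPG2 CAGA-GFP, 1% FBS DMEM, 18 h at 37 degrees C with 500 pg/mL final TGF-beta. Unstimulated wells served as the full-inhibition control; stimulated DMSO wells = 0%.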
Nrf2 ARE act = qHTS of Nrf2 Activators. AREc32 ARE-luciferase reporter (MCF7-derived line), luminescence, 24 h. Potency, µM (doses to about 46.1 µM), for the others: at the top dose activation, usual class: activators. actives 0.31% (n = 410,000); further: % of control where 0% means no effect; nearly all actives have a fitted effect of over 65% in size
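Nrf2 activation is followed as ARE-luciferase induction in the AREc32 line after one day of compound treatment; luminescence is read with Steady-Glo.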
* = called active by the depositor; i = inactive; ? = inconclusive; . = not tested or not shown; [ ] = dose if it differs, or a comment. The call rests on the fitted dose curve; in most records, active means well fitted curve in the direction sought with a large enough effect; inconclusive means small, poorly fitted or top-dose-only effect, or another doubt; inactive means no such curve, though single readings can be large; an effect the other way counts as inactive or inconclusive. Potency means the concentration at half of the fitted maximal effect. Not all compounds are listed, so the mix of outcomes need not match the whole.

no.	smiles	MCF10A rereplic	ATXN2 expr inh	A549 tox	S2 tox	EPAC2 antagonist
1	Cc1cc(OCC(=O)C(C)(C)C)c2c(C)c(C)c(=O)oc2c1	30%	-17%	-2%	i	3%
2	Cn1c(=O)c2c(nc(SCC(=O)NC3CCCC3)n2C)n(C)c1=O	-1%	3%	0%	i	1%
3	COc1ccc([C@H]2CC(=O)C=C(c3cccc4c3sc3ccccc34)C2)cc1OC	20%	1%	6%	i	-2%
4	Cc1cccc(C2c3[nH]c4ccccc4c3CCN2C(=O)c2cc(CC(C)C)[nH]c(=O)n2)n1 (configuration not stated)	5%	1%	-3%	i	5%
5	O=S1(=O)C=C(N2CCOCC2)c2ccccc21	-175%[0.0737 µM]	5%	-5%	i	-2%
6	CCN(C(=O)Cc1c(C(=O)O)n(C)c2ccccc12)c1cc(OC)ccc1OC	12%	0%	-9%	i	6%
7	O=C(Nc1cccc(Cl)c1)Nc1nnc(-c2ccccc2)o1	15%	7%	2%	i	7%
8	O=C(Cn1cc(S(=O)(=O)N2CCCC2)c(S(=O)(=O)N2CCCC2)c1)Nc1ccc(F)cc1	.	4%	0%	i	.
9	COc1cc(CN2CCN(c3cccc(C)c3C)CC2)cc(Br)c1O	?	-67%	.	?	-13%
10	COC(=O)NC1CSCC1OC(=O)CCN1C(=O)c2ccccc2C1=O (configuration not stated)	-5%	0%	-1%	i	2%
11	CCC(=O)Nc1c(C(=O)N2CCN(c3ccc(F)cc3)CC2)oc2ccccc12	.	3%	-1%	i	.
12	O=c1cc(N2CCc3ccccc32)[nH]c(=O)n1-c1ccccc1Cl	10%	-1%	0%	i	3%

no.	HepG2 viability	Nrf2 inh	TGFb SMAD3 inh	Nrf2 ARE act
1	-11%	?	?	-0.3%
2	-4%	-2%	0%	0.2%
3	-2%	?	3%	4.1%
4	0%	-13%	?	7.0%
5	2%	5%	-18%	13µM*
6	-4%	-5%	-8%	0.4%
7	-11%	15%	1%	-0.9%
8	-17%	.	-4%	-0.1%
9	-108%	1%	?	-0.6%
10	-10%	10%	6%	-0.4%
11	-21%	?	-14%	2.8%
12	-3%	-16%	4%	-0.4%

Overlap with the part before: four entries, followed by the next part.
no.	smiles	MCF10A rereplic	ATXN2 expr inh	A549 tox	S2 tox	EPAC2 antagonist
9	COc1cc(CN2CCN(c3cccc(C)c3C)CC2)cc(Br)c1O	?	-67%	.	?	-13%
10	COC(=O)NC1CSCC1OC(=O)CCN1C(=O)c2ccccc2C1=O (configuration not stated)	-5%	0%	-1%	i	2%
11	CCC(=O)Nc1c(C(=O)N2CCN(c3ccc(F)cc3)CC2)oc2ccccc12	.	3%	-1%	i	.
12	O=c1cc(N2CCc3ccccc32)[nH]c(=O)n1-c1ccccc1Cl	10%	-1%	0%	i	3%
13	COC(=O)CSc1ncnc2c1sc1nc(N3CCOCC3)c3c(c12)CCCC3	?	-4%	-9%	i	0%
14	O=C(Nc1cccc(Cl)c1)c1cc(S(=O)(=O)N2CCOCC2)cs1	?	5%	-4%	i	-3%
15	CC(=O)Nc1c2c(nn1-c1cccc(C)c1)CSC2	1%	.	5%	i	7%
16	O=C(NCc1ccc(F)cc1)c1cc(-c2cccs2)on1	1%	1%	9%	i	-3%
17	CCN(CC(=O)Nc1ccccc1C(F)(F)F)C(=O)Cc1ccc2c(c1)CCC2	-10%	.	-2%	i	-13%
18	CCCCCC1CCC(c2nnc(SCC(C)=O)o2)CC1 (configuration not stated)	3%	-14%	-9%	i	8%
19	COCOCCn1cc(CN2CCS(=O)(=O)N(Cc3ccc(-c4cccc(CO)c4)cc3)C(C(C)C)C2=O)nn1 (configuration not stated)	.	-12%	.	i	4%
20	C=CCN(c1ccccc1C(=O)O)S(=O)(=O)c1ccc(C)cc1	3%	-3%	8%	i	-10%
21	CCOc1ccc(-n2ccnc2SCC(=O)NCc2ccc3c(c2)OCO3)cc1	0%	-8%	8%	i	-1%
22	CCCN1C(=O)C(Cc2nc3ccccc3c(=O)n2C)c2ccccc21 (configuration not stated)	6%	8%	-2%	i	10%
23	Nc1nc2c(s1)CC(c1ccccc1)CC2 (configuration not stated)	?	1%	-18%	i	0%
24	COC(=O)c1ccc(NC(=O)CSc2cn(CC(=O)N3CCCCC3)c3ccccc23)cc1	.	.	-5%	.	.

no.	HepG2 viability	Nrf2 inh	TGFb SMAD3 inh	Nrf2 ARE act
9	-108%	1%	?	-0.6%
10	-10%	10%	6%	-0.4%
11	-21%	?	-14%	2.8%
12	-3%	-16%	4%	-0.4%
13	9%	1%	2%	-0.4%
14	-5%	?	-6%	-0.4%
15	10%	2%	4%	-0.2%
16	-12%	.	-10%	2.7%
17	7%	-30%	6%	-0.3%
18	-2%	5%	8%	-0.5%
19	-5%	.	1%	4.2%
20	4%	1%	8%	2.4%
21	-20%	.	-24%	2.4%
22	-29%	-5%	-14%	2.3%
23	-69%	?	?	5.7%
24	-18%	-17%	5.6µM*	4.7%

Next structures follow:
no.	smiles	MCF10A rereplic	ATXN2 expr inh	A549 tox	S2 tox	EPAC2 antagonist
25	CCCn1c2ccccc2c2cnn(CC(=O)NCCCN3CCN(c4ccccc4)CC3)c(=O)c21	?	?	-16%	?	-1%
26	CCn1cc(CNC(=O)CSc2nc(-c3ccc(OC)c(OC)c3)cc(C(F)(F)F)n2)c(C)n1	7%	-21%	-1%	i	-13%
27	C=CCn1c(SCC(=O)Nc2cc(C)ccc2OC)nnc1-c1ccco1	7%	-7%	-5%	i	0%
28	CCOC(=O)c1cc(-c2ccc(F)cc2)n(CCC(=O)Nc2nc3ccc(OC)cc3s2)c1C	.	.	-14%	.	.
29	CC(C)Oc1cccc(C(=O)N2CCCC2)c1	0%	2%	0%	?	9%
30	NS(=O)(=O)c1ccc(Sc2ccccn2)c([N+](=O)[O-])c1	-6%	-3%	3%	i	2%
31	Cc1ncsc1C(=O)Nc1nc2c(s1)CC(C)CC2 (configuration not stated)	-7%	29%	-3%	i	-1%
32	CN(CC(=O)Nc1cccc(F)c1)C(=O)c1cc(-c2ccccc2)nc2ccccc12	?	-13%	-17%	?	0%
33	COC(=O)c1ccc(NC(=O)C(=O)NCCc2sc3nc(-c4ccc(OC)cc4)nn3c2C)cc1	.	.	1%	.	.
34	COCCNC(=O)c1cc2nc(-c3ccccc3)cc(C)n2n1	-6%	18%[11.3 µM]	0%	i	2%
35	COc1ccc(-c2cc(-c3ccc4c(c3)NC(=O)CO4)nc3c2COc2ccc(F)cc2-3)cc1	.	2%	0%	i	.
36	O=C(NN1CCN(Cc2ccccc2)CC1)c1ccc(Cl)cc1	2%	-10%	-1%	i	-4%

no.	HepG2 viability	Nrf2 inh	TGFb SMAD3 inh	Nrf2 ARE act
25	-33%	12%	?	4.7%
26	12%	-21%	13%	2.9%
27	-12%	-15%	4%	-0.6%
28	-39%	.	?	-0.4%
29	-1%	1%	0%	-0.7%
30	1%	7%	0%	1.9%
31	-31%	.	-8%	5.4%
32	-33%	-20%	?	0.0%
33	-2%	.	-3%	0.7%
34	22%	-21%	35%[activator]	-0.1%
35	-14%	13%	2%	-0.4%
36	-3%	-11%	5%	-0.6%

The listing continues.
no.	smiles	MCF10A rereplic	ATXN2 expr inh	A549 tox	S2 tox	EPAC2 antagonist
37	COc1ccc(S(=O)(=O)N2CCN(C)CC2c2ccccc2)cc1 (configuration not stated)	-5%	5%	1%	i	-10%
38	COc1ccc(/C=N\NC(=O)c2ccc(Cn3cc(Br)c([N+](=O)[O-])n3)o2)c(OC)c1C	4%	.	5%	i	15%
39	CCOC(=O)Cc1nnc(Nc2cccc(C)c2)c2ccccc12	0%	0%	-21%	i	-1%
40	CCN(Cc1ccccc1)Cc1c(O)ccc2c(=O)c(-c3ccc(Cl)cc3)coc12	.	.	-3%	.	.
41	O=C(Nc1ccc(OC(F)(F)F)cc1)Nc1cccc([N+](=O)[O-])c1	12µM*	?	?	16µM*	-20%
42	CC(=O)C1(C)C(=O)N(c2ccc(F)cc2)C(=O)N1c1ccc(F)cc1 (configuration not stated)	-1%	7%	1%	i	2%
43	Cc1ccc(NC(=O)Cn2c(=O)n(Cc3ccco3)c(=O)c3ccccc32)cc1	.	-5%	-1%	i	.
44	CN(CC(=O)Nc1ccc(N2CCOCC2)cc1)C(=O)CCCOc1ccc(Cl)cc1Cl	30%	-33%	-11%	i	-30%
45	CCOc1ccc2c(CC)cc(=O)oc2c1OCC	-8%	-20%	1%	i	-2%
46	O=C(/C=C/c1ccc([N+](=O)[O-])cc1)c1ccccc(=O)c1O	2.9µM*	?	?	.	-3%
47	Cc1ccc(S(=O)(=O)N2CCC(C(=O)NNC(=O)c3ccncc3)CC2)cc1	-34%[inhibitor]	-14%	2%	i	-4%
48	Cc1ccc(S(=O)(=O)NC(Cc2ccc(Cl)cc2)C(=O)O)cc1 (configuration not stated)	-21%	.	0%	i	-2%
49	O=C(OCC(=O)N1CCc2ccccc21)c1cccnc1	-1%	3%	-5%	i	1%
50	COC(=O)CSC1=C(C#N)C(c2sccc2C)CC(=O)N1 (configuration not stated)	-1%	-9%	1%	i	11%

no.	HepG2 viability	Nrf2 inh	TGFb SMAD3 inh	Nrf2 ARE act
37	4%	7%	8%	-0.6%
38	-14%	-3%	-2%	0.0%
39	-23%	?	-1%	1.8%
40	-4%	13%	-10%	4.3%
41	7.9µM*	21µM*	?	0.0%
42	-1%	0%	-13%	1.1%
43	5%	7%	-13%	0.4%
44	-20%	?	?	2.6%
45	-18%	?	1%	-0.2%
46	-31%	?	3.2µM*	?
47	13%	-6%	5%	0.0%
48	-3%	-23%	20%	-0.1%
49	5%	?	-4%	0.0%
50	1%	.	-2%	-0.4%

Screening data from PubChem.
